# CCT chaperon mod: cytosolic chaperonin activity modulation. purified chaperonin ATPase assay, HTRF ADP detection, 30 min. activity change, % (test concentration not listed), hits read low. actives 0.3% (n = 360,000). AID 651819; in the data active means activity change below about -30%; further: on the % scale 0 is the no-effect control and ±100 the full control effect
#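 Enzyme 40 or 20 nM (batch-dependent) in Tris pH 7.4/KCl/MgCl2/DTT; cpd 76 uM single point; ATP 10 uM; 30 min 37 °C; Transcreener ADP HTRF detection, 30 min RT; ratio 665/615.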
# TGFb inhibitor: inhibitors of TGF-b signaling. actives 1.2% (n = 410,000). Potency, µM (titrated, usually from 46.1 µM), for the others: at the top dose activity, negative = inhibition, usual class: inhibitors. HepG2 CAGA-GFP TGF-b/SMAD3 reporter, GFP fluorescence, 18 h; TGF-beta stimulated, 500 pg/mL final; further: potency means the concentration at half of the fitted maximal effect; on the % scale 0 is the no-effect control and ±100 the full control effect; nearly all actives have a fitted effect of over 65% in size
#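 Read-out: total well GFP (ex488/em500-530) summed from mean per-cell fluorescence. Cells: HEPG2 CAGA-GFP, 1% FBS DMEM, 18 h at 37 degrees C with 500 pg/mL final TGF-beta. Unstimulated wells served as the full-inhibition control; stimulated DMSO wells = 0%.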
# HepG2 tox: kills HepG2 cells in TGF-b inhibitor counter-screen | actives 0.76% (n = 410,000) | HepG2 CAGA-GFP viability, ATP luminescence, 18 h | AID 588856 | Potency, µM (highest dose often 46.1 µM), inactives show at the highest dose activity change, negative = cytotoxicity, usual class: cytotoxic; further: potency means the concentration at half of the fitted maximal effect; some results filed as inactive show a strong effect at the top dose
#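 HepG2 CAGA-GFP cells (1000/well, DMEM with 1% FBS) received compound, then TGF-beta at 500 pg/mL final, and were incubated 18 hours at 37 degrees C. Viability was read by CellTiter-Glo luminescence. Media-only wells were set as complete cell-killing and DMSO as no toxicity.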
# pAkt inh: inhibitors of Akt phosphorylation; Neuro2A IGF-stimulated pAkt S473 HTRF, 20 min; stronger effect = lower value; activity change, % for hits at 50 µM; actives 0.32% (n = 360,000); AID 651550; in the data active means activity change below about -80%; inconclusive means mostly about -51% to -80%; further: on the % scale 0 is the no-effect control and ±100 the full control effect
#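 Neuro2A cells in DMEM with 0.5% FBS, overnight at 37 deg C, given compound at single 50 µM final, then IGF (6 nM final) for 20 min at 37 deg C. Lysed; phospho-Akt Ser473 by HTRF after 24 h, 665/615 ratio.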
# MmCpn inh: blocks the Methanococcus maripaludis chaperonin Mm-Cpn; purified Mm-Cpn ATPase, ADP Transcreener TR-FRET; Potency, µM (doses to about 76.9 µM), for the others: at the highest dose activity, negative = inhibition, usual class: inhibitors; actives 0.031% (n = 330,000); AID 504842; further: potency means the concentration at half of the fitted maximal effect; on the % scale 0 is the no-effect control and ±100 the full control effect; nearly all actives have a fitted effect of over 80% in size
#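 Purified archaeal chaperonin (25 nM final) was preincubated with compound for 10 min at 37°C, then ATP (10 uM final) was added for 30 min at 37°C in Tris pH 7.4/KCl/MgCl2/DTT buffer. ADP was quantified by HTRF Transcreener TR-FRET.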
# ATXN viability: viability counter-screen for ATXN expression inhibitors; Potency, µM (highest dose often 56.7 µM), actives largely listed as cytotoxic; actives 0.49% (n = 400,000); S2 cells (HEK-293 line with an ATXN2-luciferase reporter) viability, CellTiter-Fluor protease fluorescence, 24 h; AID 651635; further: potency means the concentration at half of the fitted maximal effect; nearly all actives have a fitted effect of over 40% in size
# A549 viability: counter-screen for Nrf2 inhibitors: cytotoxicity in A549 cells | A549 ARE-Fluc cells, CellTiter-Fluor viability, 18-24 h | Potency, µM (doses to about 46 µM), for inactives: at the highest dose activity change, negative = cytotoxicity, hits mostly inhibitors | actives 0.16% (n = 390,000); further: potency means the concentration at half of the fitted maximal effect; on the % scale 0 is the no-effect control and ±100 the full control effect
#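 A549 ARE_Fluc cells in 5% FBS OPTI-MEM were exposed to compounds in concentration-response for 18-24 h at 37 deg C. Viability was read by CellTiter-Fluor fluorescence (Ex 405/Em 525) after 30 min, before the luciferase read.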
# Nrf2 block: inhibitors of Nrf2 signaling; A549 ARE-Fluc reporter, luciferase luminescence, 18-24 h; Potency, µM (top dose mostly 46 µM), for the others: at the top dose activity change, negative = inhibition, hits mostly inhibitors; actives 2.1% (n = 360,000); AID 504444; further: potency means the concentration at half of the fitted maximal effect; on the % scale 0 is the no-effect control and ±100 the full control effect; nearly all actives have a fitted effect of over 60% in size
#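 Quantitative HTS in A549 cells stably bearing an antioxidant response element-firefly luciferase construct. Inhibition of Nrf2-driven transcription was scored by luminescence after 18-24 h of compound exposure at 37 °C.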
# Nrf2 ARE act: activators of Nrf2 (ARE) signaling | AID 624171 | Potency, µM (highest dose often 46.1 µM), inactives show top-dose activation, actives largely listed as activators | actives 0.31% (n = 410,000) | AREc32 ARE-luciferase reporter (MCF7-derived line), luminescence, 24 h; further: potency means the concentration at half of the fitted maximal effect; % of control where 0% means no effect; nearly all actives have a fitted effect of over 65% in size
#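 Each well held 1000 AREc32 cells, which were incubated with compound for 24 hr at 37 deg C after overnight attachment, and ARE reporter activity was quantified by firefly luciferase luminescence.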
# * = called active by the depositor; i = inactive; ? = inconclusive; . = no result given; [ ] = another dose, or the depositor's remark. Unless noted, the call rests on the fitted dose curve; in most records, active means well fitted curve in the direction sought with a large enough effect; inconclusive means small, poorly fitted or top-dose-only effect, or another doubt; inactive means no such curve, though single readings can be large; an effect the other way counts as inactive or inconclusive.
SMILES,CCT chaperon mod,TGFb inhibitor,HepG2 tox,pAkt inh,MmCpn inh,ATXN viability,A549 viability,Nrf2 block,Nrf2 ARE act
COc1ccc(OCC(O)CNC(=O)Nc2ccc(F)cc2)cc1 (stereo unspecified),-0.8,0%,-22%,i,-2%,i,0%,6%,3.7%
CC(C)NC(=O)NC(=O)CSc1nncs1,1.0,9%,9%,i,-3%,i,-1%,1%,0.3%
COc1ccc2[nH]c(=O)c(CN(CC3CCCO3)C(=S)Nc3cccc(C)c3)cc2c1 (stereo unspecified),2.7,-4%,2%,i,3%,i,0%,9%,3.0%
Cc1cc(C)n(-c2ccc(C(=O)NCc3ccc4c(c3)OCO4)cc2)n1,-0.3,9%,-8%,i,-1%,i,-2%,7%,-0.4%
Cn1c(=O)c(=O)n(C)c2cc(NS(=O)(=O)c3ccc(Br)cc3)c(Cl)cc21,.,-21%,-11%,.,.,i,-1%,?,-0.8%
O=C(C[C@H]1C(=O)N(Cc2ccccc2)C[C@@H]1c1ccc(Br)cc1)Nc1ccc(Br)cc1,-1.6,?,-40%,i,.,?,.,.,4.7%
CCOc1ccc(N2CC(c3nc4ccccc4n3CC(C)C)CC2=O)cc1 (stereo unspecified),.,1%,-10%,.,.,i,1%,16%,5.4%
COc1ccc(-c2nc3scc(CCNC(=O)c4cc(OC)cc(OC)c4)n3n2)cc1,.,-9%,3%,.,.,?,-11%,-5%,27%
CC(=O)Nc1cccc(Oc2ccc(-c3noc(C)n3)cc2)c1,-0.2,-8%,-24%,i,2%,i,-1%,?,0.0%
NC(=O)C(c1ccccc1)C1CCCC1 (stereo unspecified),-1.8,-2%,-16%,i,-1%,i,7%,.,-0.6%
O=c1c2ccccc2nc(SCc2nc3ccccc3s2)n1Cc1ccco1,0.0,-7%,-12%,i,-1%,i,19%[1.84 µM],4.6µM*,0.4%
COc1ccc(OC)c(CNC(=O)C2CCCN(S(=O)(=O)N3CC(C)CC(C)C3)C2)c1 (stereo unspecified),-2.9,-1%,-1%,i,-9%,i,0%,-12%,-1.5%
CN1CCN(C(=S)c2ccc(OCC(=O)Nc3cccc(C(F)(F)F)c3)cc2)CC1,-0.3,-45%,-31%,i,1%,i,-9%,15µM*,3.5%
CCCc1cc(=O)n2nc(N3CCC(C(=O)Nc4cccc(C(C)=O)c4)CC3)sc2n1,1.0,-2%,4%,i,0%,i,10%,12%,-0.3%
O=C(Cc1ccccc1[N+](=O)[O-])Nc1ccc2c(c1)OCCO2,-3.7,-26%,2%,i,0%,?,-4%,19%,2.9%
C[C@H](CO)N1C[C@H](C)[C@@H](CN(C)C(=O)Nc2cccc(Oc3ccccn3)c2)OCc2cnnn2CCCC1=O,0.8,9%,0%,i,.,i,.,.,0.6%
Cc1ccc(Cn2c(SCC(N)=O)nc3c2c(=O)n(C)c(=O)n3C)cc1,-1.0,-13%,-4%,i,-1%,i,-2%,-29%,-1.0%
CCN(c1ccccc1)S(=O)(=O)c1cccc(C(=O)NCC(c2cccs2)N2CCOCC2)c1 (stereo unspecified),-0.4,-5%,3%,i,-1%,i,-3%,?,0.4%
COCCCNC(=O)CCCN1C(=O)CCn2nc(-c3cn(C)c4ccccc34)cc21,.,1%,-5%,.,.,i,-8%,.,0.8%
COc1ccc(/C=C/C(=O)Oc2ccc(/C=N/NC(=O)c3ccccc3)cc2)cc1OC,-0.3,7%,12%,i,1%,.,-15%,12%,2.4%
Cn1c(N)c(C(=O)COC(=O)CCCN2C(=O)c3ccccc3C2=O)c(=O)n(C)c1=O,1.6,14%,0%,i,1%,i,-2%,-4%,-0.3%
O=C(Nc1cccnc1)c1ccc2ccccc2c1O,0.3,10%,4%,i,-1%,i,-13%,1%,-0.4%
CCCCNC(=O)C[C@@H]1C[C@@]2(C(=O)OCC)CCC=C2N(Cc2cccc3ccccc23)C1=O,-2.5,.,.,i,.,?,.,.,3.5%
CCN(CC)CCCC(C)NC1=NCCCCC1 (stereo unspecified),3.1,-3%,11%,i,-2%,i,0%,1%,-0.6%
COc1ccc(CN(C)C(=O)c2ccc(NS(=O)(=O)c3ccc4[nH]c(=O)[nH]c4c3)cc2)c(OC)c1,-0.4,56%[activator],4%,i,1%,i,8%,4%,0.0%

# The last 5 records of the part before lead into the next:
SMILES,CCT chaperon mod,TGFb inhibitor,HepG2 tox,pAkt inh,MmCpn inh,ATXN viability,A549 viability,Nrf2 block,Nrf2 ARE act
Cn1c(N)c(C(=O)COC(=O)CCCN2C(=O)c3ccccc3C2=O)c(=O)n(C)c1=O,1.6,14%,0%,i,1%,i,-2%,-4%,-0.3%
O=C(Nc1cccnc1)c1ccc2ccccc2c1O,0.3,10%,4%,i,-1%,i,-13%,1%,-0.4%
CCCCNC(=O)C[C@@H]1C[C@@]2(C(=O)OCC)CCC=C2N(Cc2cccc3ccccc23)C1=O,-2.5,.,.,i,.,?,.,.,3.5%
CCN(CC)CCCC(C)NC1=NCCCCC1 (stereo unspecified),3.1,-3%,11%,i,-2%,i,0%,1%,-0.6%
COc1ccc(CN(C)C(=O)c2ccc(NS(=O)(=O)c3ccc4[nH]c(=O)[nH]c4c3)cc2)c(OC)c1,-0.4,56%[activator],4%,i,1%,i,8%,4%,0.0%
Cc1cc(NC(=O)c2ccc3c(c2)OCCO3)ccc1NC(=O)c1ccco1,-1.8,-9%,-38%,i,-5%,i,2%,?,-0.4%
Cc1ccc(C(=O)OCc2cn3ccccc3n2)cc1,2.9,0%,-5%,i,2%,i,1%,8%,0.2%
O=C(Nc1ccccc1)c1ccc(NC(=O)c2cccs2)cc1,0.1,74%[activator],10%,i,-1%,i,-12%,2%,2.9%
CCOC(=O)C1CCCN(c2c(NCCN3CCCCC3CC)c(=O)c2=O)C1 (stereo unspecified),-2.4,21%,-4%,i,1%,i,2%,14%,-0.8%
O=C(NCC1CCOCC1)C1CCC(=O)N(Cc2cccc(C(F)(F)F)c2)C1 (stereo unspecified),0.4,-2%,-7%,i,-2%,i,7%,0%,0.2%
Nc1cc(=O)[nH]c(SCC(=O)N2N=C(c3ccc4ccccc4c3)CC2c2ccccc2)n1 (stereo unspecified),-1.0,-16%,-15%,i,-6%,i,-20%,?,3.9%
CC1(C)NC(=O)N(CC(=O)OCC(=O)Nc2cc(S(=O)(=O)N3CCCCC3)ccc2Cl)C1=O,-0.9,5%,3%,i,-8%,i,0%,-2%,-0.1%
COc1ccc(C(=O)n2ncc(C#N)c2N)cc1,-2.3,16%,19%,i,-3%,i,-7%,?,-0.4%
COc1ccc(-c2csc(NC3=NCCCCC3)n2)cc1,-0.9,13%,-2%,i,3%,i,11%,0%,0.2%
CC(=O)Nc1ccc(S(=O)(=O)Nc2nnc(C3CCCCC3)s2)cc1,-1.0,10%,0%,i,3%,i,-5%,-9%,-0.1%
CC(C)CC(=O)Nc1ccccc1N1CCCC1,-0.3,-7%,7%,i,1%,i,18%,1%,-0.1%
Cc1nc(-c2ccc(Cl)cc2)sc1C1(C)CC(c2ccc(OC(F)(F)F)cc2)=NO1 (stereo unspecified),-1.3,-6%,-18%,i,-3%,i,7%,16%,0.5%
CCOc1ccc(NC(=O)C(C)Sc2nnc(C)n2C)cc1 (stereo unspecified),-1.5,10%,2%,i,-2%,i,9%,2%,-0.1%
COc1ccc(C)cc1N(C(=O)c1ccco1)C(C(=O)NC1CCCC1)c1ccc(N2CCOCC2)cc1 (stereo unspecified),-0.3,0%,1%,i,5%,i,-6%,?,0.3%
O=C(NCc1ccco1)c1cc(S(=O)(=O)N2CCCc3ccccc32)ccc1Cl,0.7,-25%,-22%,i,0%,i,-5%,-13%,4.0%
CN(CC(=O)Nc1ccc(Cl)cc1)C(=O)CCNC(=O)c1ccc(Cl)cc1,0.6,1%,13%,i,1%,i,-2%,-18%,14%
CCOCCCN1C(=O)CN(C2CCCCC2)C(=O)C1c1ccc(OC)c(OC)c1 (stereo unspecified),0.1,-5%,4%,i,-2%,i,9%,0%,-0.3%
Cc1cc(C(=O)COC(=O)c2ccc(O)cc2O)c(C)n1-c1ccc(OC(F)F)cc1,2.4,?,-16%,i,0%,i,-12%,?,0.3%
CCSCCNC(=O)c1cc(-n2cnnc2)ccc1Cl,1.5,31%,3%,i,-1%,i,-4%,6%,0.2%
Cc1cccnc1C1=NOC(Cc2ccccc2)C(=O)N1Cc1ccc(F)cc1 (stereo unspecified),0.1,-1%,3%,i,.,i,.,.,0.8%
Cc1cc(=O)[nH]c(SCC(=O)Nc2nonc2C)n1,1.8,3%,6%,i,-4%,i,2%,-2%,-0.3%
COc1ccc(CNC(=O)CCc2c(C)nc3cc(-c4ccc(OC)cc4OC)nn3c2C)cc1,.,-35%,-14%,.,.,i,-4%,-15%,-0.2%
CC(Cl)C(=O)Nc1cc(C(C)(C)C)nn1-c1ccccc1 (stereo unspecified),-3.0,21%,-3%,i,1%,i,0%,-1%,0.3%
Cc1c(C)c(C)c(S(=O)(=O)NCCc2ccccn2)c(C)c1C,0.0,0%,8%,i,-2%,i,2%,-13%,0.4%
COc1cccc(C(=O)NC2CCN(CC(=O)Nc3nccs3)CC2)c1,-0.4,-5%,-20%,i,1%,i,13%,2%,-0.9%

# Screening data (PubChem)
